High-throughput results from PubChem BioAssay.
TcdB inh – blocks C. difficile toxin B glycohydrolase activity; P18177; TcdB glycohydrolase enzymatic assay, plate reader; inhibition, % at 9.99 µM; 350,000 tested, 0.24% active; in the data active = inhibition above about 10%
Rv3671c protease – Rv3671c (M. tuberculosis) protease inhibition; P9WHR9; inhibition, % at 5.96 µM; 320,000 tested, 0.048% active; in the data active = inhibition above about 38%;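 note: extracellular domain of Rv3671c used as enzyme; 0% = enzyme with DMSO and 100% = no enzyme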
Target sequence (P9WHR9 whole entry, looked up, the tested form may be a part): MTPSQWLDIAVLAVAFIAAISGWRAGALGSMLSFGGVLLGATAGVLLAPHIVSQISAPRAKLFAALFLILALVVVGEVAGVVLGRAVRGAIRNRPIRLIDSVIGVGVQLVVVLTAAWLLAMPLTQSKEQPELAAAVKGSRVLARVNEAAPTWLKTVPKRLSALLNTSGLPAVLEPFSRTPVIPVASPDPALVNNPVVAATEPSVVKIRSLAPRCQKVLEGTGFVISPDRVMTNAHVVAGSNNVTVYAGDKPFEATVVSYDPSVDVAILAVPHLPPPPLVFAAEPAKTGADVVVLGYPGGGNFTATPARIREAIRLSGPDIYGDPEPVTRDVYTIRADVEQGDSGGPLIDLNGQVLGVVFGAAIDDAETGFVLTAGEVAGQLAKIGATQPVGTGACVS
PrPC surface inh – cell surface PrPC inhibition, primary TR-FRET screen; 370,000 tested, 0.43% active; P04156; inhibition, % at 13.8 µM; AID 720596; TR-FRET read-out; in the data active = inhibition above about 24%; note: 0% = median of the test wells and 100% = reference compound wells
DUSP3 inh – blocks human VHR1 dual specificity phosphatase; P51452; recombinant VHR phosphatase, pNPP absorbance; inhibition, % at 13.3 µM; 290,000 tested, 0.52% active; in the data active = inhibition above about 50%; note: some compounds called inactive have numbers as strong as hits
Target sequence (P51452 whole entry, looked up): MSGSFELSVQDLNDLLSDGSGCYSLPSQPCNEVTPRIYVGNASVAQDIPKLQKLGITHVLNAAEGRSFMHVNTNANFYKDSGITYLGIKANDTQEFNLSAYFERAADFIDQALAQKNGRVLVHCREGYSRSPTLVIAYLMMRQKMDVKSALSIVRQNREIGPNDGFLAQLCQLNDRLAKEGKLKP
3CLpro inhibitor – SARS-CoV 3CLpro protease inhibition; P0C6X7; recombinant SARS-CoV 3CLpro, quenched FRET peptide cleavage; inhibition, % at 6 µM; 290,000 tested, 0.14% active; AID 1706; in the data active = inhibition above about 12%
CCHF vOTU inh – CCHFV vOTU protease inhibition. Pep-AMC fluorescence. inhibition, % at 11.5 µM. 370,000 tested, 0.55% active. AID 651958; in the data active = inhibition above about 30%; note: 0% = vehicle wells with enzyme and 100% = no enzyme wells
Yp Topo-I inh – Y. pestis Topo-I inhibition via cleavage products. Y. pestis Topo-I cleavage product accumulation, plate reader. activity, % at 10 µM. 360,000 tested, 0.064% active; in the data active = activity above about 50%, passing the limit was not always enough; note: inactives centre near 2
Vc quorum ag – inducers of Vibrio cholerae quorum light production without autoinducers | AID 588436 | V. cholerae BH1578 lux reporter, luminescence, 6 h | activation, % at 18.7 µM | 350,000 tested, 0.16% active; in the data active = activation mostly above about 9.7%, no sharp cut-off; note: not every result past the cut was called active; inactives centre near 0; reference of the scale not given here
PriA SSB inh – inhibitors of Klebsiella pneumoniae PriA binding to SSB C-terminal tail; AID 1272365; AlphaScreen SSBct-PriA binding, biotinylated peptide; 430,000 tested, 0.6% active; inhibition, % at 33 µM; in the data active = inhibition mostly above about 37%, no sharp cut-off; inactive = mostly below about 20%;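 note: plate controls were negative control peptide for no effect and reference peptide for full effect; strong numbers were not always called active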
MazF activator – MazEF (E. coli) toxin RNase activation. activation, % at 20 µM. 350,000 tested, 0.32% active. FAM/BHQ RNA-DNA oligo cleavage fluorescence, 5 h; in the data active = activation above about 50%
Target sequence (P0AE70 whole entry, looked up): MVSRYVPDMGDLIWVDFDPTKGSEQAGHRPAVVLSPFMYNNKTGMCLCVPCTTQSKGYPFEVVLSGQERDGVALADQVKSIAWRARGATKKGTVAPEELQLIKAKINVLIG
The depositor's hits bear a star; i = inactive; nt = no result given. A portion of the library; rates above refer to the full screens.

1) COc1ccc(CN2CCC[C@]3(N[C@H](c4ccc(OC)cc4)[C@@H]4C(=O)N(C)C(=O)[C@@H]43)C2=O)cc1
2) COCCN(Cc1cc2cc3c(cc2nc1Cl)OCO3)C(=O)c1ccc(C)cc1
3) CN(C)c1nc(N)c2ncc(=S)[nH]c2n1
4) CC(=O)Oc1ccc(N(C(C)=O)S(=O)(=O)c2ccc(C)c([N+](=O)[O-])c2)cc1
5) Cc1cc(=O)oc2cc(OCC(=O)Nc3c(Cl)cccc3C(F)(F)F)ccc12
6) COc1ccc(C(NC(=O)C(C)C)c2ccc3cccnc3c2O)cc1 (configuration not stated)
7) Cn1c(NCCN2CCCCC2)cc(=O)n(C)c1=O
8) O=C(NCC1CCCO1)c1cccc(S(=O)(=O)N(Cc2ccccc2)c2ccccc2)c1 (configuration not stated)
9) CCOC(=O)c1c(C)oc(C)c(C(=O)OCC)c1=O
10) O=C(CNC(=O)c1ccccc1F)OCCOc1cccc(Cl)c1
Compound	1	2	3	4	5	6	7	8	9	10
TcdB inh	-1.2	0.4	-0.1	nt	0.0	1.8	nt	1.2	-2.5	1.1
Rv3671c protease	nt	-3	-6	3	3	1	-1	-2	-4	1
PrPC surface inh	2	13	-4	4	-4	24	-4	1	-5	1
DUSP3 inh	nt	0	8	-1	5	2	14	nt	21	nt
3CLpro inhibitor	nt	-2	1	2	0	2	-2	nt	-2	nt
CCHF vOTU inh	1	9	2	-9	-3	-5	7	12	4	11
Yp Topo-I inh	-1	28	5	-8	2	4	3	23	3	3
Vc quorum ag	1.1	-6.7	-0.6	-0.3	4.2	-0.3	i	-3.8	6.5	i
PriA SSB inh	nt	-5	-12	-7	-7	-3	7	-16	1	-10
MazF activator	9	3	-35	0	4	-290	0	1	5	2

11) CC1=NN(C(=O)c2ccco2)C(O)(c2ccccc2)C1 (configuration not stated)
12) COCC(=O)Nc1nc(-c2ccccc2)c(C)s1
13) O=C(NNC(=O)c1cc(-c2ccccc2)n(-c2ccccc2)n1)c1cccc([N+](=O)[O-])c1
14) Cc1ccc(N(CC(O)CN2CCCCC2)S(=O)(=O)c2ccc(C)cc2)cc1 (configuration not stated)
15) Cc1ccc(S(=O)(=O)/N=C2/NC(=O)/C(=C/c3cc([N+](=O)[O-])ccc3O)S2)cc1
16) CCOn1c(=O)c(-c2cccc(Br)c2)[n+]([O-])c2ccccc21
17) O=C(CN(Cc1cccs1)C(=O)CNS(=O)(=O)c1ccccc1)NCc1ccco1
18) CCC(=O)N1CCCC(C)(C(=O)Nc2ccc(OC)c(F)c2)C1 (configuration not stated)
19) Cc1ccc(N=C2NC(=O)/C(=C/c3cccnc3)S2)cc1C
20) COc1ccc([N+](=O)[O-])cc1NC(=O)COC(=O)c1ccccc1C(=O)c1ccccc1
Compound	11	12	13	14	15	16	17	18	19	20
TcdB inh	-0.6	nt	nt	-0.2	-11	-1.2	nt	1.0	0.0	nt
Rv3671c protease	16	-4	1	-14	7	nt	nt	nt	9	-8
PrPC surface inh	0	6	3	-5	-16	-18	-3	-1	3	-3
DUSP3 inh	-5	26	-12	3	-4	24	-2	nt	-8	4
3CLpro inhibitor	0	4	-1	3	7	6	1	nt	2	0
CCHF vOTU inh	-6	12	-5	-5	43*	-13	4	-8	-1	-17
Yp Topo-I inh	-2	7	13	1	-15	-8	0	-2	-4	-2
Vc quorum ag	-0.2	-0.7	-0.3	-0.2	-0.5	0.2	i	i	-0.6	-0.6
PriA SSB inh	5	8	1	-6	nt	-9	-5	nt	-4	-2
MazF activator	10	10	2	14	-39	4	3	nt	-2	2

21) Cn1c(SCC(=O)NC2CCCC2)nnc1-c1ccc(S(=O)(=O)N2CCOCC2)cc1
22) Cn1c(=O)c2cc(NC(=S)NC3CC3)ccc2n1C/C=C/c1ccccc1
23) O=C1CCN(S(=O)(=O)c2cc(C(F)(F)F)ccc2Cl)CC1
24) CCCN=Cc1c(CCC)[nH]n(-c2nc3ccccc3s2)c1=O
25) CCc1cccc(Nc2c([N+](=O)[O-])cc(C(=O)N3CC(=O)Nc4ccccc43)cc2[N+](=O)[O-])c1
26) CCC(=O)Nc1nnc(-c2cccs2)s1
27) CCOc1ccc(CSC(=N)N)cc1
28) CCOC(=O)C(C)C(C)=O (configuration not stated)
29) CCCCCNC(=O)C1CC(=O)OC12CCCCC2 (configuration not stated)
30) O=C(OCC(=O)c1ccccc1)C1=NN(c2ccccc2)C(=O)CC1
Compound	21	22	23	24	25	26	27	28	29	30
TcdB inh	nt	1.5	0.4	nt	0.9	1.2	1.0	nt	1.8	0.5
Rv3671c protease	-4	nt	3	-2	2	2	2	4	-2	12
PrPC surface inh	-3	6	7	-1	-7	1	6	nt	-5	-5
DUSP3 inh	7	nt	nt	-7	5	24	7	nt	20	nt
3CLpro inhibitor	-5	nt	nt	-1	0	5	-4	nt	-1	nt
CCHF vOTU inh	3	-7	13	1	0	-6	-3	nt	5	-3
Yp Topo-I inh	0	-4	1	11	32	-11	-3	-2	7	-5
Vc quorum ag	-0.4	i	-0.2	i	-0.1	i	-0.2	-0.3	-0.3	i
PriA SSB inh	3	nt	-12	-2	48*	-7	-17	-10	-14	-7
MazF activator	7	nt	-5	-7	11	8	5	3	1	-4

31) N#Cc1sc2nc(N3CCCCC3)c3c(c2c1N)CCCC3
32) Cc1ccc(-c2noc(CN3C(C)CCCC3C)n2)cc1 (configuration not stated)
33) COc1ccc2c(c1)CCC1C2CCC2(C)C(O)C(=O)CC12 (configuration not stated)
34) CNc1nc(N)c(C(=O)C(C)(C)C)s1
35) COc1ccc(N(CC(=O)NCc2ccccc2)S(C)(=O)=O)cc1
36) CCn1ccc(C(=O)Nc2ccc(N(C)C(C)=O)cc2)n1
37) CCN(C(=O)CSc1nnc(-c2ccc(OC)cc2)n1C(C)C)C1CCS(=O)(=O)C1 (configuration not stated)
38) CCn1c(N2CCN(C(=S)NCC(C)C)CC2)nc2ccccc21
39) COc1ccccc1NC(=O)CCC(=O)Nc1cc(OC)c(NC(=O)c2cccs2)cc1OC
40) COC(=O)Cc1ccc(NC(=S)NCc2ccc(S(N)(=O)=O)cc2)cc1
Compound	31	32	33	34	35	36	37	38	39	40
TcdB inh	nt	2.4	1.6	0.8	nt	nt	1.2	0.0	0.0	-0.1
Rv3671c protease	3	6	nt	-5	3	4	13	0	8	-2
PrPC surface inh	-1	7	4	2	0	3	-8	-9	-4	7
DUSP3 inh	46	24	nt	20	5	18	nt	10	32	nt
3CLpro inhibitor	2	-1	nt	7	0	1	nt	-7	3	-7
CCHF vOTU inh	-16	-6	-15	5	4	-7	4	5	9	-15
Yp Topo-I inh	34	11	4	-6	2	-10	6	-1	4	8
Vc quorum ag	i	-0.3	-7.1	-1.7	i	-0.7	i	-0.4	-0.2	-7.7
PriA SSB inh	-10	-25	1	-2	-20	-5	-3	6	2	6
MazF activator	-4	3	7	-1	-3	7	-6	3	3	7

Some of the entries above in another layout.
| # | canonical_smiles | TcdB inh | Rv3671c protease | PrPC surface inh | DUSP3 inh | 3CLpro inhibitor | CCHF vOTU inh | Yp Topo-I inh | Vc quorum ag | PriA SSB inh | MazF activator |
| --- | --- | --- | --- | --- | --- | --- | --- | --- | --- | --- | --- |
| 28 | CCOC(=O)C(C)C(C)=O (configuration not stated) | nt | 4 | nt | nt | nt | nt | -2 | -0.3 | -10 | 3 |
| 29 | CCCCCNC(=O)C1CC(=O)OC12CCCCC2 (configuration not stated) | 1.8 | -2 | -5 | 20 | -1 | 5 | 7 | -0.3 | -14 | 1 |
| 30 | O=C(OCC(=O)c1ccccc1)C1=NN(c2ccccc2)C(=O)CC1 | 0.5 | 12 | -5 | nt | nt | -3 | -5 | i | -7 | -4 |
| 31 | N#Cc1sc2nc(N3CCCCC3)c3c(c2c1N)CCCC3 | nt | 3 | -1 | 46 | 2 | -16 | 34 | i | -10 | -4 |
| 32 | Cc1ccc(-c2noc(CN3C(C)CCCC3C)n2)cc1 (configuration not stated) | 2.4 | 6 | 7 | 24 | -1 | -6 | 11 | -0.3 | -25 | 3 |
| 33 | COc1ccc2c(c1)CCC1C2CCC2(C)C(O)C(=O)CC12 (configuration not stated) | 1.6 | nt | 4 | nt | nt | -15 | 4 | -7.1 | 1 | 7 |
| 34 | CNc1nc(N)c(C(=O)C(C)(C)C)s1 | 0.8 | -5 | 2 | 20 | 7 | 5 | -6 | -1.7 | -2 | -1 |
| 35 | COc1ccc(N(CC(=O)NCc2ccccc2)S(C)(=O)=O)cc1 | nt | 3 | 0 | 5 | 0 | 4 | 2 | i | -20 | -3 |
| 36 | CCn1ccc(C(=O)Nc2ccc(N(C)C(C)=O)cc2)n1 | nt | 4 | 3 | 18 | 1 | -7 | -10 | -0.7 | -5 | 7 |
| 37 | CCN(C(=O)CSc1nnc(-c2ccc(OC)cc2)n1C(C)C)C1CCS(=O)(=O)C1 (configuration not stated) | 1.2 | 13 | -8 | nt | nt | 4 | 6 | i | -3 | -6 |

More records.
41) Cc1ccc(CSc2nnc(SCC(=O)N/N=C/c3c(C)nn(-c4ccccc4)c3C)s2)cc1
42) CN1C(=O)c2oc3ccccc3c(=O)c2C1c1ccccn1 (configuration not stated)
43) Cn1c(CNC(=O)CNC(=O)c2ccc(C(C)(C)C)cc2)cc(=O)n(C)c1=O
44) Cc1nnc(SCc2nnc(-c3ccccc3)o2)n(N)c1=O
45) COc1ccc(OCC(O)CNC(=O)c2c(-c3ccccc3)noc2C)cc1 (configuration not stated)
46) COC(=O)c1cn(CC(=O)Nc2ccccc2C)c2ccccc12
47) Fc1ccc(Br)cc1C1C=C(c2cccnc2)Nc2ncnn21 (configuration not stated)
48) O=C(C1=C[C@@H](c2csc3ccccc23)C[C@@H](OCc2ccc(CO)cc2)O1)N1CCN(Cc2ccccc2)CC1
49) CCOC(=O)c1c(C)n(CC(COC(C)=O)OC(C)=O)c2ccc(OC(C)=O)cc12 (configuration not stated)
50) Fc1ccc(CN2CCCN(C(=S)Nc3ccc(F)cc3)CC2)cc1
Compound	41	42	43	44	45	46	47	48	49	50
TcdB inh	0.1	nt	0.3	nt	1.1	1.6	nt	nt	nt	2.4
Rv3671c protease	-57	12	0	0	10	3	0	-2	-3	-6
PrPC surface inh	4	-5	-5	2	4	-1	nt	nt	6	-2
DUSP3 inh	8	-27	0	27	-7	22	21	30	-4	22
3CLpro inhibitor	3	-1	-3	-3	1	5	5	-1	1	4
CCHF vOTU inh	5	-1	16	-4	-3	-11	nt	nt	14	-9
Yp Topo-I inh	11	-3	4	12	4	0	6	2	19	-9
Vc quorum ag	-0.2	i	-2.2	i	i	i	-0.2	i	1.4	0.6
PriA SSB inh	nt	-5	-11	-1	-9	8	0	3	-9	-7
MazF activator	-17	11	4	-1	-5	9	1	-15	4	1

51) COc1ccc(O)c(C(=O)CC(=O)c2ccncc2)c1
52) COc1ccc(CC(N)c2csc(NC(=O)Nc3ccccc3Cc3ccccc3)n2)cc1 (configuration not stated)
53) CC(=O)N=c1sccn1CC(=O)c1ccc([N+](=O)[O-])cc1
54) Cc1oc2c(C)c3oc(=O)c4c(c3cc2c1C)CCCC4
55) COc1ccc(CCNC(=O)CC(Cc2ccc(C)cc2)C(=O)O)cc1OC (configuration not stated)
56) COCCN1CCN(C(=O)c2cc(COc3ccc(F)cc3Cl)on2)CC1
Compound	51	52	53	54	55	56
TcdB inh	-11	0.8	nt	nt	-0.2	1.2
Rv3671c protease	nt	nt	-6	-7	-9	-1
PrPC surface inh	-10	2	-12	-1	-1	-2
DUSP3 inh	nt	nt	4	-2	17	10
3CLpro inhibitor	nt	nt	-4	7	0	-2
CCHF vOTU inh	-13	0	-2	-17	-7	1
Yp Topo-I inh	-4	-11	2	1	6	13
Vc quorum ag	-1.0	-0.5	i	i	i	0.8
PriA SSB inh	-5	nt	-18	-5	-4	6
MazF activator	-2	nt	-1	-12	2	1
